# Bioassay records from PubChem BioAssay.
# FAS-TE inh = inhibitors of human fatty acid synthase thioesterase domain; P49327; recombinant FAS-TE, OMFH fluorogenic substrate, fluorescence endpoint; inhibition, % at 15 µM; 360,000 tested, 0.67% active; AID 602261;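 active = compounds whose normalised, plate-corrected inhibition of enzyme fluorescence in the single-dose primary screen is 50% or more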;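 note: 0% = DMSO with enzyme and 100% = substrate without enzyme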
# Rin1-Abl PPI inh = human Rin1-Abl interaction inhibition; AID 588664; 360,000 tested, 0.4% active; inhibition, % at 7.35 µM; TR-FRET Rin1/Abl binding, biochemical; P00519+Q13671; in the data active = inhibition above about 5%, passing the limit was not always enough
# MLLE-PAM2 inh = blocks PAM2 peptide binding to the PABP1 MLLE domain; P11940; AID 588489; GST-MLLE / FITC-PAM2 fluorescence polarization; inhibition, % at 20 µM; 360,000 tested, 0.36% active; in the data active = inhibition above about 35%, passing the limit was not always enough;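 note: plate controls were DMSO wells with GST-MLLE for no effect and wells lacking GST-MLLE protein for full effect; some results filed as inactive read as strong as hits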
# CSN deneddyl inh = CSN deneddylation inhibition | Q92905 | Purified CSN, SCF-Nedd8-OG deneddylation, fluorescence polarization | inhibition, % at 12.5 µM | 360,000 tested, 0.38% active;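 active = pattern-corrected inhibition above about 35%, with an unprinted fluorescence ratio check between 0.5 and 1.5, limit read from the data, passing the limit was not always enough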;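 note: 0% = enzyme with substrate and 100% = substrate without enzyme; some results filed as inactive read as strong as hits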
# Target sequence (Q92905 whole entry, looked up, one chain of several): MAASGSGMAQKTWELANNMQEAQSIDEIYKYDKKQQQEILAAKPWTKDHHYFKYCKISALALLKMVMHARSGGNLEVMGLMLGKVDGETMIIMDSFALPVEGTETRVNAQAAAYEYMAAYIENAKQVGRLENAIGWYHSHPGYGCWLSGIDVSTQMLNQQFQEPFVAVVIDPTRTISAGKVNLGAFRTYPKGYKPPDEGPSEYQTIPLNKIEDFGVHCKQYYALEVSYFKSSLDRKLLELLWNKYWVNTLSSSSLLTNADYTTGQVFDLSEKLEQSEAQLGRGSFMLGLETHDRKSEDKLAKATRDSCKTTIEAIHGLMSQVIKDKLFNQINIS
#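 Assay system: purified human Csn5 enzyme expressed in HEK293T cells; measure: % inhibition; also added: SCFSkp2-Nedd8OG substrate at 10 nM final; technique: fluorescence polarization; times: reaction 90 min, room temperature; medium: Tris buffer pH 7.5, NaCl, DTT, Tween-20, trehalose, ovalbumin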
# SKN-1 block = blocks SKN-1 activity in C. elegans. C. elegans VP596 Pgst-4::GFP/RFP ratio, acrylamide-induced, 24 h. inhibition, % at 21.8 µM. 360,000 tested, 0.49% active;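 active = interference check ratio from 0.5 to 1.5 plus GFP to RFP signal ratio inhibition reaching or exceeding a fixed threshold, cut at about 30% in these data, passing the limit was not always enough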; note: some compounds called inactive have numbers as strong as hits
# MT1-MMP act inh = blocks activation of human MT1-MMP; HT1080 RFP-PRO-GFP cells, GFP/RFP ratio fluorescence, overnight; percent of plate control window, DMSO zero; GFP/RFP ratio change, % at 20 µM; 360,000 tested, 0.061% active; AID 651647;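 active = GFP/RFP ratio change of at least 30% with cell ATP level not reduced by more than half and red fluorescence within 50% of control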; note: strong numbers were not always called active
#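 Read-out: GFP/RFP fluorescence ratio; Test system: RFP-PRO-GFP reporter HT1080 cells; Compound dosing: single-point 20 µM compound, 1% DMSO; Times: overnight compound exposure at 37 °C.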
# NadD inh = inhibitors of Staphylococcus aureus NadD | 360,000 tested, 0.78% active | AID 602399 | purified NadD enzyme, colorimetric absorbance read-out | inhibition, % at 20 µM; in the data active = inhibition above about 26%; note: some compounds past the cut are filed as inactive
# Rpn11 block = blocks the human proteasome subunit Rpn11; O00487; human 26S proteasome, Ub4-pepOG fluorescence polarization; 20S core pre-blocked with epoxomicin; calls only at 20 µM; 360,000 tested, 0.59% active;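 active = inhibition at 20 µM, scaled to each plate's controls, above about 33%, limit read from the data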
# Neddylation inh = cullin neddylation inhibition; P61081+Q13564; TR-FRET cullin neddylation, biochemical; calls only at 25 µM; 360,000 tested, 0.58% active; in the data active = inhibition above about 36%
# Target sequence (P61081 whole entry, looked up): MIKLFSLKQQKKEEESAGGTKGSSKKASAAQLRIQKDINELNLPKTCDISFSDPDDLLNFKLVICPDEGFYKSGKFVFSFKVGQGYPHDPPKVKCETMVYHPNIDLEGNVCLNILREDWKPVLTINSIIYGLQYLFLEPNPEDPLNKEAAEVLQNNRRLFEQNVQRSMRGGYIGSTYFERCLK
# Target sequence (Q13564 whole entry, looked up): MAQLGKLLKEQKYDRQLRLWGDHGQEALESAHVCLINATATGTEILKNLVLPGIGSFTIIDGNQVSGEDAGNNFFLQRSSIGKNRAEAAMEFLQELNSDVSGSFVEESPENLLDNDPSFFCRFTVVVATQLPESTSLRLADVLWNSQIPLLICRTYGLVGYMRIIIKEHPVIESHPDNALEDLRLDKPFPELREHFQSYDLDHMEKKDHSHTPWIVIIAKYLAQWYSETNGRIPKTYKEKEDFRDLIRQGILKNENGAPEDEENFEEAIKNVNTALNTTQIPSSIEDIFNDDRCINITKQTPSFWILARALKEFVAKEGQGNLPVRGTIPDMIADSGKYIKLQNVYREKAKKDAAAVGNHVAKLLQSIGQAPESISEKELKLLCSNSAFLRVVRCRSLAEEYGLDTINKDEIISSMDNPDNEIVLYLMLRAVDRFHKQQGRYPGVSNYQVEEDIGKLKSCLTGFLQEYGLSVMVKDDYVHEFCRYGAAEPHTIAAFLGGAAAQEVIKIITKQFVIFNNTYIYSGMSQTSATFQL
# An asterisk follows results filed as active; i = inactive; . = not tested or not shown. This is a random part of the collection, and some 3.9% of all compounds hit somewhere here.
1) N#CC1(NC(=O)CSc2nnc(-c3ccccc3F)o2)CCCCC1
2) CN1CCN(S(=O)(=O)c2ccc(N3CCN(C(c4ccccc4)c4ccccc4)CC3)nc2)CC1
3) CC(C)C[C@H]1CN(CCCC[C@H]2CNC(=O)C(=O)N2Cc2ccccc2)C(=O)C(=O)N1CC1CCCCC1
4) CCn1c(O)c(C=NC2CCCC(C)C2C)sc1=S (stereo not drawn)
5) C[C@@H]1CCC(=O)N(C[C@@H](C)CSc2ccccc2)CC1
6) COc1ccc(S(=O)(=O)N2CCC(C(=O)NCC(c3cccs3)N(C)C)CC2)cc1 (stereo not drawn)
7) Cc1nnc(NC(=O)CCS(=O)(=O)Cc2ccccc2)s1
8) COc1ccc(OC)c(C2=NOC(C(=O)Nc3cc(C)nn3-c3ccccc3)C2)c1 (stereo not drawn)

Assay by compound	1	2	3	4	5	6	7	8
FAS-TE inh	-5	32	-1	25	1	-5	-9	-3
Rin1-Abl PPI inh	0	2	.	-3	-2	-6	2	-1
MLLE-PAM2 inh	7	-2	.	9	12	-8	32	13
CSN deneddyl inh	1	5	-6	3	6	-2	-2	-2
SKN-1 block	-21	-1	-1	9	6	-15	25	9
MT1-MMP act inh	3	-4	2	-4	0	8	1	2
NadD inh	-6	-10	14	-11	-5	-3	7	0
Rpn11 block	i	i	.	i	i	i	i	i
Neddylation inh	i	i	i	i	i	i	i	i

9) O=C(CCC(=O)NNC(=O)COc1ccccc1)NCc1ccccc1
10) Cc1ccc(O)c(C(=O)c2cnc3c(c2)c(=O)n(C)c(=O)n3C)c1
11) CCC(=O)Nc1c2c(nn1-c1ccc(F)cc1)CS(=O)C2 (stereo not drawn)
12) O=C(NCc1ccccn1)c1ccc(CNS(=O)(=O)c2ccc(F)cc2)cc1
13) CC(=O)N1CCc2cc(S(=O)(=O)NC(C(=O)NC3CCCc4ccccc43)C(C)C)ccc21 (stereo not drawn)
14) O=C(Nc1nnc([C@@H]2C[C@H](O)[C@@H](CO)O2)s1)c1cccs1
15) CC(OC(=O)Cn1[nH]c(=O)c2ccccc2c1=O)C(=O)Nc1ccc(Cl)cn1 (stereo not drawn)
16) COc1ccc(-c2cc3ccc(OCC(C)=O)cc3oc2=O)cc1OC

Assay by compound	9	10	11	12	13	14	15	16
FAS-TE inh	-2	7	-1	-2	2	-4	-4	-2
Rin1-Abl PPI inh	-2	-2	2	4	-5	1	3	1
MLLE-PAM2 inh	21	2	4	-3	-3	-3	-5	-4
CSN deneddyl inh	2	0	6	1	-5	-2	-4	0
SKN-1 block	6	-5	6	4	15	-1	1	2
MT1-MMP act inh	1	7	2	-1	-3	1	-3	4
NadD inh	7	3	2	-9	10	1	3	-4
Rpn11 block	i	i	i	i	i	i	i	i
Neddylation inh	i	i	i	i	i	i	i	i

# Rewritten with bars between the fields: part of the list above
item | molecule | FAS-TE inh | Rin1-Abl PPI inh | MLLE-PAM2 inh | CSN deneddyl inh | SKN-1 block | MT1-MMP act inh | NadD inh | Rpn11 block | Neddylation inh
4 | CCn1c(O)c(C=NC2CCCC(C)C2C)sc1=S (stereo not drawn) | 25 | -3 | 9 | 3 | 9 | -4 | -11 | i | i
5 | C[C@@H]1CCC(=O)N(C[C@@H](C)CSc2ccccc2)CC1 | 1 | -2 | 12 | 6 | 6 | 0 | -5 | i | i

# (further entries)
17) O=C(NC1CCCc2c1cnn2-c1cc(F)cc(F)c1)c1ccccn1 (stereo not drawn)
18) COc1ccc(-c2csc(C(O)c3cccc(Cl)c3)n2)cn1 (stereo not drawn)
19) COc1ccc(Cl)cc1NC(=O)CN(C)C(=O)c1cn(-c2ccccc2)nc1-c1cccs1
20) COc1cccc(NC(=O)CN(C)C(=O)CN2C(=O)NC(C)(c3ccc(C)cc3)C2=O)c1 (stereo not drawn)
21) COc1cc(CN2CCC(C)CC2)ccc1OCc1ccccc1
22) CCC1(CC)NC(=O)N(CC(=O)OCC(=O)c2ccccc2OC)C1=O
23) COc1cccc(N=c2oc3c(C)ncc(CO)c3cc2C(N)=O)c1
24) Cc1ccccc1-c1cnc(C(O)c2ccc(F)cc2)[nH]1 (stereo not drawn)

Assay by compound	17	18	19	20	21	22	23	24
FAS-TE inh	-1	7	33	-4	-9	-7	1	-8
Rin1-Abl PPI inh	0	-1	4	2	-1	-5	1	-2
MLLE-PAM2 inh	-3	13	-14	-9	4	-4	-3	7
CSN deneddyl inh	4	3	2	-4	-4	-1	-8	-1
SKN-1 block	28	-3	-1	13	11	10	-14	-1
MT1-MMP act inh	0	5	7	6	3	5	3	0
NadD inh	4	-10	2	-1	-5	4	-3	-4
Rpn11 block	i	i	i	i	i	i	i	i
Neddylation inh	i	i	i	i	i	i	i	i

25) CN1C(=O)/C(=C/c2cc(N=Nc3ccccc3)ccc2O)SC1=S
26) CCNC(=O)CSc1nc(-c2ccc(F)cc2)cs1
27) O=C(Nc1ccn(CCCNCc2ccc3[nH]ccc3c2)c(=O)n1)OCc1ccccc1
28) CCn1c(CC(=O)Nc2ccccc2)nnc1SCc1nc2ccccc2c(=O)[nH]1
29) O=C(NC(=S)Nc1ccc(S(=O)(=O)N2CCCC2)cc1)C1CC1
30) Clc1ccc(CNCCC2=CCCCC2)cc1
31) N#CC(C#N)=Cc1c(N2CCN(c3ccccc3)CC2)nc2ccccn2c1=O
32) CN(C)C(=O)N1CCC(C(=O)NCc2ccccc2Cl)CC1

Assay by compound	25	26	27	28	29	30	31	32
FAS-TE inh	58*	1	-5	-4	1	-5	20	-4
Rin1-Abl PPI inh	1	3	-5	-1	1	-2	0	4
MLLE-PAM2 inh	16	-5	6	3	14	-9	6	-1
CSN deneddyl inh	1	1	0	-2	-4	1	1	4
SKN-1 block	-8	2	-2	-2	-7	-1	2	7
MT1-MMP act inh	151	3	-1	-7	2	6	-1	3
NadD inh	5	-1	12	-4	-6	-9	4	4
Rpn11 block	i	i	i	i	i	i	i	i
Neddylation inh	i	i	i	i	i	i	i	i

# Taken from above:
# Rin1-Abl PPI inh result of CN(C)C(=O)N1CCC(C(=O)NCc2ccccc2Cl)CC1 reads 4
# SKN-1 block result of O=C(NC(=S)Nc1ccc(S(=O)(=O)N2CCCC2)cc1)C1CC1 reads -7
# Rin1-Abl PPI inh result of Clc1ccc(CNCCC2=CCCCC2)cc1 reads -2
# NadD inh result of N#CC(C#N)=Cc1c(N2CCN(c3ccccc3)CC2)nc2ccccn2c1=O reads 4
# MLLE-PAM2 inh result of CCn1c(CC(=O)Nc2ccccc2)nnc1SCc1nc2ccccc2c(=O)[nH]1 reads 3

# (further entries)
33) CC1(C)CC(=O)C=C(NCCN2CCN(C(=O)Nc3ccccc3)CC2)C1
34) CN(C)/C=C/C(=O)c1ccccc1OCc1cnc(Cl)s1
35) O=C(COC(=O)/C=C/c1ccc2ccccc2n1)NNC(=O)c1ccccc1
36) CCOC(=O)Cn1nc(C)c(NC(=O)COc2ccc([N+](=O)[O-])c(C)c2)c1C
37) COC(=O)c1ccc(N2OC3(C)C=CC2CC3)cc1 (stereo not drawn)
38) Cc1ccc2cc(CCNC(=O)c3cc4ccccc4o3)c(=O)[nH]c2c1C
39) CCc1ccc(C(=O)O)cc1
40) CC/C(=N/O)c1cnnc(SC)n1

Assay by compound	33	34	35	36	37	38	39	40
FAS-TE inh	-18	-4	-8	5	0	8	-2	-19
Rin1-Abl PPI inh	2	1	-2	3	0	-1	1	-5
MLLE-PAM2 inh	2	0	-44	14	14	-8	9	-2
CSN deneddyl inh	0	-8	7	-4	5	4	-1	4
SKN-1 block	4	8	-2	0	7	3	8	-2
MT1-MMP act inh	-7	-28	1	-7	-5	-1	-2	0
NadD inh	-3	-1	9	-2	2	0	0	6
Rpn11 block	i	i	i	i	i	i	i	i
Neddylation inh	i	i	i	i	i	i	i	i

41) Cc1ccc(-n2c(SCC(=O)NCC3CCCO3)nc3ccccc3c2=O)cc1 (stereo not drawn)
42) COc1cc(OC)nc(Nc2nc(C(N)Cc3ccc(F)cc3)cs2)n1 (stereo not drawn)
43) O=C(COC(=O)c1cnccn1)c1ccc([N+](=O)[O-])cc1
44) Cc1ccc(CNC(=O)CCS(=O)(=O)c2cc3c(cc2Cl)NC(=O)CO3)o1
45) COc1cccc(NS(=O)(=O)c2ccc3c(c2)NC(=O)CC(=O)N3)c1
46) CCOc1ncccc1C(=O)OCC(=O)Nc1ccc(C(C)C)cc1
47) COc1ccc(S(=O)(=O)N(C)C)cc1NC(=O)COC(=O)Cn1cnc2ccccc2c1=O
48) CC(C)[C@H](NC(=O)c1ccc(Cl)cc1Cl)C(=O)NNc1cccc(C(=O)O)c1

Assay by compound	41	42	43	44	45	46	47	48
FAS-TE inh	-5	-8	-2	-1	-4	5	-7	-5
Rin1-Abl PPI inh	0	-1	-1	0	-4	2	0	1
MLLE-PAM2 inh	-21	9	18	1	-13	0	10	7
CSN deneddyl inh	-4	3	-1	-4	3	1	-4	5
SKN-1 block	2	11	-15	-7	15	6	8	-14
MT1-MMP act inh	-10	0	-4	2	-2	3	2	9
NadD inh	5	1	-8	3	-4	1	-2	2
Rpn11 block	i	i	i	i	i	i	i	i
Neddylation inh	i	i	i	i	i	i	i	i

49) COc1ccc(OC)c(/C=C/C(=O)c2ccc3c(c2)OCCO3)c1
50) Cc1cc(NC(=O)c2cccs2)n(-c2nc3ccccc3[nH]2)n1
51) CC(C)(C)OC(=O)N(CCc1ccccc1)Cc1ccc(OCc2cccc(NC(=O)C3CC3)c2)cc1
52) O=C(NCc1ccccc1)C(c1ccco1)N(C(=O)c1ccccn1)c1ccc(F)cc1 (stereo not drawn)
53) Cc1ccc(-n2ncc(C(=O)Nc3ccc(Cl)cc3)c2C2CCNCC2)cc1C
54) Cc1ccccc1C(=O)NNC1=NCCC1
55) COC(=O)c1ccccc1NC(=O)COC(=O)C1CCCCC1
56) COc1ccc(-c2cccc(N3CCN(c4ccccn4)CC3)n2)cc1OC

Assay by compound	49	50	51	52	53	54	55	56
FAS-TE inh	4	10	12	-2	-15	-8	19	-2
Rin1-Abl PPI inh	0	-1	-3	2	1	-4	-2	-2
MLLE-PAM2 inh	-4	-8	-9	-1	-3	-12	-2	7
CSN deneddyl inh	4	23	0	0	0	-1	4	-2
SKN-1 block	-6	5	3	-12	7	-5	-8	8
MT1-MMP act inh	3	-3	-9	6	-10	-7	4	12
NadD inh	-6	9	-6	7	-4	-4	-7	-2
Rpn11 block	i	i	i	i	i	i	i	i
Neddylation inh	i	i	i	i	i	i	i	.

57) COc1ccc(CCNC(=O)CC2SC(=NCCc3ccccc3)NC2=O)cc1OC (stereo not drawn)
58) O=C(O)C1Cc2ccccc2CN1C(=O)COc1ccc(Cl)cc1 (stereo not drawn)
59) CC(=O)N=c1scc(-c2ccccc2)n1-c1cccc(O)c1
60) CN1CCN(c2nc3c(c(=O)n(C)c(=O)n3C)n2CC(N)=O)CC1
61) CCOC(=O)Cc1cc(=O)[nH]n(-c2ccccc2)c1=O
62) O=C(Nc1cccc(C(=O)N2CCCCCC2)c1)c1ccco1
63) COc1ccccc1NS(=O)(=O)c1cc(-c2cnc(C3CC3)o2)ccc1C

Assay by compound	57	58	59	60	61	62	63
FAS-TE inh	-3	-1	-4	-8	-6	-12	13
Rin1-Abl PPI inh	4	2	-9	4	1	0	0
MLLE-PAM2 inh	-136	-5	3	2	-19	-4	-10
CSN deneddyl inh	4	9	-4	0	3	0	-2
SKN-1 block	-1	2	9	8	0	4	1
MT1-MMP act inh	0	-2	-12	-4	-3	1	-6
NadD inh	3	-6	-4	4	1	2	-1
Rpn11 block	i	i	i	i	i	i	i
Neddylation inh	i	i	i	i	i	i	i
